NLRP3 yeast inh: blocks the NALP3 inflammasome reconstituted in yeast. AID 2825. inhibition, % at 10 µM. 330,000 compounds, 0.39% hits. Yeast reconstituted NLRP3/ASC/caspase-1, beta-gal luminescence, 24 h;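 active = inhibition of 50% or more; inactive = inhibition below 50%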;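 also: plate controls were induced DMSO wells for no effect and uninduced yeast grown without galactose for full effect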
hIAP block: blocks human intestinal alkaline phosphatase. P09923. purified IAP, CDP-Star luminescence, 30 min. inhibition, % at 10 µM. 330,000 compounds, 0.12% hits. AID 2544;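 active = inhibition reaching a set limit with compound at 10 µM in the primary screen, cut at about 35% in these data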;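 also: plate controls were DMSO wells with enzyme for no effect and no-enzyme buffer wells for full effect; values of inactives mirror those of a sister screen read the other way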
mIAP activ: increases mouse intestinal alkaline phosphatase activity | muIAP, CDP-Star luminescence, 30 min; hits give high values; 1 = vehicle-only enzyme signal, 0 = enzyme-free wells | activation factor at 10 µM | 330,000 compounds, 0.24% hits;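 active = activation factor of at least 2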; also: the source names both 10 and 20 µM as test concentration; values of inactives mirror those of a sister screen read the other way
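System: mouse IAP enzyme. Reagent: CDP-Star chemiluminescent phosphatase substrate. Benchmarks: DMSO wells, no-enzyme wells. Times: 30 min enzyme-substrate-compound incubation at room temperature. Detection: luminescence from enzymatic CDP-Star hydrolysis. Doses: test compounds delivered from DMSO solution.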
mIAP block: mouse IAP inhibition; purified mouse IAP, CDP-Star luminescence, 30 min; inhibition, % at 10 µM; 330,000 compounds, 0.2% hits; AID 2806;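 active = inhibition of at least 40% at 10 µM in the primary screen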;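 also: plate controls were DMSO with enzyme for no effect and no enzyme wells for full effect; values of inactives mirror those of a sister screen read the other way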
tim10-1 inh: inhibits growth of tim10-1 mutant yeast | S. cerevisiae tim10-1 ts strain growth, BacTiter-Glo, 24 h | inhibition, % at 20 µM | 330,000 compounds, 2.2% hits;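 active = inhibition of at least 40%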;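 also: mutant grown at 25 °C; 0% = DMSO wells with yeast and 100% = wells holding no yeast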
APOBEC3A inh: blocks human APOBEC3A ssDNA deamination; P31941; recombinant A3A, FAM/TAMRA ssDNA deamination fluorescence; inhibition, % at 20 µM; 330,000 compounds, 0.41% hits; AID 493011;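 active = at least 40% inhibition at 20 µM here, with at most 30% in a related deaminase screen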;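 also: plate controls were A3A with DMSO for no effect and wells lacking A3A enzyme for full effect; some results filed as inactive read as strong as hits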
Target sequence (P31941 whole entry, looked up): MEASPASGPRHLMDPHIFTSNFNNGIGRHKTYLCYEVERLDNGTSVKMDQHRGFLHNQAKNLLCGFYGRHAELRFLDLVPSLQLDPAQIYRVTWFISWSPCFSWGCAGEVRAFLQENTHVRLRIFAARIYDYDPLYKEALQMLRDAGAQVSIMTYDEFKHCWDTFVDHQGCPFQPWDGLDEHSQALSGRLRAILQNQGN
TIM10 inh: growth inhibitors of TIM10 yeast strain; S. cerevisiae TIM10 strain growth, BacTiter-Glo luminescence, 24 h; inhibition, % at 10 µM; AID 463195; 330,000 compounds, 1.4% hits;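 active = inhibition of 40% or more at the single tested concentration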;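 also: wild-type TIM10 isogenic control strain grown at permissive 25 °C; 0% = DMSO yeast wells and 100% = minimal medium wells without yeast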
beta cell repl: MIN6 beta-cell proliferation induction; 330,000 compounds, 0.29% hits; proliferation, % at 10 µM; MIN6 cells proliferation, ATPlite luminescence, 48 h; cells starved in 0.2% serum; 100% = growth in 10% serum;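 active = compounds whose signal lies at least 3.5 SD above the mean of all wells on their plate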;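 also: 0% = DMSO-treated cells in low-serum medium and 100% = 10% serum control; some compounds called inactive have numbers as strong as hits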
A3G deaminase: blocks human APOBEC3G single-stranded DNA deamination; recombinant A3G, ssDNA deamination FAM/TAMRA fluorescence; AID 493012; 330,000 compounds, 0.28% hits; inhibition, % at 20 µM;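 active = inhibition of at least 40% at 20 µM, with no more than 30% in the related APOBEC3A deaminase screen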;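 also: plate controls were DMSO wells with A3G for no effect and wells lacking A3G enzyme for full effect; some compounds called inactive have numbers as strong as hits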
Target sequence (Q9HC16 whole entry, looked up): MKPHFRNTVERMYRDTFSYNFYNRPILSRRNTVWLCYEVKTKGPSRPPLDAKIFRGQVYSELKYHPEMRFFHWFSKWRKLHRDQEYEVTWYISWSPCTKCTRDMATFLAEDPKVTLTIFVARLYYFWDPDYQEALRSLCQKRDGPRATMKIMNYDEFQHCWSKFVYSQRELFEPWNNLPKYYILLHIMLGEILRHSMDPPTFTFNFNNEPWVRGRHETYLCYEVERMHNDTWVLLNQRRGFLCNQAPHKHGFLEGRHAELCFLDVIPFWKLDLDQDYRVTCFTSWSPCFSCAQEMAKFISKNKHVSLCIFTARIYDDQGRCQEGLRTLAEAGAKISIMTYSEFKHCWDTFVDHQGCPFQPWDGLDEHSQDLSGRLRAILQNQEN
* = called active by the depositor.

SMILES | NLRP3 yeast inh | hIAP block | mIAP activ | mIAP block | tim10-1 inh | APOBEC3A inh | TIM10 inh | beta cell repl | A3G deaminase
CCOC(=O)COc1nc(C)cc(C(F)(F)F)c1C#N | 7 | 4 | 1.1 | -10 | -4 | -4 | -18 | -1 | -7
CC(C)C(=O)NNC(=O)c1c(O)c2ccccc2[nH]c1=O | 7 | -27 | 0.84 | 16 | -59 | 5 | 14 | 1 | 0
COc1ccc(C)c2sc(=NC(=O)c3ccc(C(C)=O)cc3)n(C)c12 | 15 | 1 | 0.9 | 10 | 17 | 0 | 7 | -2 | -5
COc1ccc(NC(=O)CC2C(=O)OCC3CCCCN32)cc1Cl (stereo not given) | 1 | -1 | 1 | 0 | 24 | 3 | 2 | 0 | 3
CCC(CC)NC(=O)C1CCN(c2ccc(S(=O)(=O)N3CCOCC3)cc2[N+](=O)[O-])CC1 | 20 | 13 | 0.87 | 13 | -17 | -2 | 4 | -1 | -2
CCn1cc(-c2nnnn2-c2ccc(Cl)cc2)c(=O)c2ccccc21 | -7 | 11 | 1 | -2 | 10 | -3 | -1 | 1 | -3
CCN(C[C@H]1N[C@@](Cc2ccccc2)(C(=O)OC)[C@H]2C(=O)N(Cc3ccccc3)C(=O)[C@@H]12)S(=O)(=O)c1ccc(OC(F)(F)F)cc1 | 2 | -7 | 1.1 | -8 | 6 | -3 | 9 | -4 | -9
Cc1ccc(N2CC(C(=O)OCc3ccccc3)CC2=O)cc1 (stereo not given) | 14 | -14 | 0.97 | 2 | 12 | -1 | -16 | 0 | -4
CCc1nc(C)cn1S(=O)(=O)c1cc(Br)c(C)cc1OC | 20 | 17 | 0.87 | 13 | 44* | 0 | 25 | 4 | 6
O=C(CN1CCN(Cc2ccccc2)CC1)Nc1cccc(Cl)c1 | 30 | -25 | 1.1 | -6 | -7 | -4 | -20 | -2 | -3
Cc1ccc(NC(=O)/C(=C/c2ccncc2)NC(=O)c2ccccc2)cc1 | 11 | 6 | 1.1 | -10 | 14 | 4 | -2 | 5 | 1
Cc1cc(NC(=O)CSc2nc3cc(Cl)ccc3o2)no1 | 3 | -29 | 0.87 | 13 | -9 | 0 | 4 | 0 | -10
CCCS(=O)(=O)N1CCN(Cc2ccncc2)CC1 | 18 | 18 | 0.97 | 3 | 14 | -3 | 12 | 2 | -2
Cn1c(CC(=O)NCCO)c(Sc2ccccc2)c2ccccc21 | 19 | 7 | 0.95 | 5 | -9 | -4 | 10 | 0 | -8
COc1ccc(/C=N/NC(=O)CNc2ccc(Br)cc2)c(C(=O)O)c1OC | 2 | 21 | 0.84 | 16 | 9 | -3 | 0 | 0 | -3
O=C(C1CCCCC1)N1CCC(n2nnc3ccccc32)CC1 | -4 | 0 | 0.98 | 2 | 31 | -2 | 27 | 0 | -5
COc1ccccc1-c1nnc(SCC(=O)N2CCOCC2)o1 | -3 | -5 | 0.96 | 4 | 16 | 0 | 10 | -1 | -8
Cc1ccc(S(=O)(=O)NC(C(=O)N2CCOCCOCCOCCOCC2)C(C)C)cc1 (stereo not given) | 0 | -20 | 1.1 | -11 | 16 | 5 | -12 | -2 | -3
Cc1cccc(NS(=O)(=O)c2cc(C(=O)NCc3ccccn3)ccc2C)c1 | 12 | 8 | 1.1 | -5 | 4 | 0 | 6 | 1 | -6
COc1ccccc1CN1CCNC(=O)C1CC(=O)NCCCn1cccn1 (stereo not given) | 2 | -11 | 0.99 | 1 | 6 | -2 | 3 | 0 | -7
CCc1ccc(NC(=O)[C@H](C)NC(=O)C2CCN(C(=O)[C@@H](N)CC(C)C)CC2)cc1 | 23 | -20 | 1 | -2 | 7 | -4 | -12 | -5 | -9
CC(Sc1nccn1C)C(=O)Nc1ccc(C(N)=O)cc1 (stereo not given) | 7 | -13 | 0.92 | 8 | 4 | -1 | 18 | -2 | 1
CCOc1ccc(C(CC(=O)O)NC(=O)C23CC4CC(CC(C4)C2)C3)cc1OC (stereo not given) | 4 | -1 | 1.1 | -6 | 17 | 5 | -7 | -2 | 1
CCOc1ccc(NC(=S)NCc2ccc3[nH]c(C)cc3c2)cc1 | 26 | 4 | 1 | -3 | 9 | -2 | 21 | -5 | 7
CC1(C)CC(N=C2C([N+](=O)[O-])=CC=C3C2=NC2(CCCCC2)N3O)CC(C)(C)N1 | 14 | -1 | 0.93 | 7 | 16 | 0 | 14 | 0 | 0
O=C(NCCNCCO)C1(C(F)(F)F)C/C(=C\Cc2ccccc2)CCCO1 (stereo not given) | 6 | 14 | 1 | 0 | 13 | -7 | -2 | 0 | -11
Cc1ccc(NC(=O)c2cc(C)no2)cc1 | 9 | -8 | 1 | 0 | -6 | 2 | -1 | -1 | -2
CC(=O)NC(Cc1ccc(F)c(F)c1)C(=O)NC1CCN(C(=O)c2ccc(C)cc2)CC1 (stereo not given) | -11 | -8 | 1.1 | -11 | 3 | -4 | 10 | -2 | -5
CCOC(=O)N1CCC(NC(=O)CSCc2nc(-c3ccc(OCC)cc3)oc2C)CC1 | -8 | -28 | 0.99 | 1 | 28 | -11 | 14 | -3 | -8
O=C(NCc1cccnc1)c1ccccc1Br | 13 | -7 | 1 | -3 | 7 | 2 | 1 | 1 | -1
O=C(CSc1ncnc2c1oc1ccccc12)Nc1ccc2c(c1)OCCO2 | 22 | 16 | 0.95 | 5 | -4 | -2 | -24 | -3 | -5
O=C(COC(=O)c1ccccc1S(=O)(=O)N1CCCCC1)NCC(F)(F)F | 9 | -3 | 0.94 | 6 | 15 | 0 | -14 | -2 | -2
CSc1nnc(SCC2=NNC(=O)SC2)s1 | 23 | 10 | 1 | -4 | -7 | 1 | -34 | 0 | -7
Cc1ccc2c(c1)SC1=NC(c3ccccc3)(C(F)(F)F)NC(=O)N12 (stereo not given) | 32 | -22 | 0.94 | 6 | 0 | 1 | -13 | 0 | 1
COc1ccc(/C=C(\NC(=O)c2cccs2)C(=O)NN)cc1OC | 4 | -1 | 1 | -5 | 26 | 3 | 1 | 8 | -5
CC(C)(C)CC(=O)NCCc1csc(-c2ccccc2)n1 | 12 | -2 | 0.94 | 6 | 8 | 0 | 2 | -3 | 0
Cc1c(NC(=O)OCCNC(=O)Nc2ccccc2)sc(=S)n1C | 17 | 9 | 0.96 | 4 | 9 | -3 | 4 | 0 | -6
CCc1ccccc1NS(=O)(=O)c1ccc2c(c1)C(C)(C)C(=O)N2C | -5 | -25 | 1.2 | -18 | 28 | -4 | 9 | -2 | -9
Cc1cccc(N(Cc2cc3ccccc3[nH]c2=O)C(=O)c2ccco2)c1C | 9 | -1 | 1 | -1 | 11 | 4 | 10 | -2 | -3
O=C1CNC(=O)N1c1ccc(Cl)cc1 | -2 | 2 | 0.98 | 2 | 6 | 0 | 4 | -1 | -5
CC(C(=O)Nc1ccc(F)c(F)c1F)N(C)CCOc1ccccc1 (stereo not given) | 14 | -14 | 1 | -2 | 25 | 0 | 14 | -1 | -4
CCCC(=O)Nc1ccc(Cl)c(NC(=S)NC(=O)C(C)C)c1 | -3 | -2 | 0.93 | 7 | 11 | 0 | 7 | -1 | 0
COc1ccccc1NC(=O)CN1C(=O)COc2ccc(S(=O)(=O)N3CCCCCC3)cc21 | 3 | -7 | 0.94 | 6 | -1 | -1 | 1 | -1 | -3
COC(=O)C[C@H](NC(=O)Cn1cnc2c(SC)nc(N)nc21)C(=O)OC | -8 | -30 | 1 | 0 | -11 | -5 | -1 | -2 | -10
COc1ccc(CNC(=O)c2ccccc2SC)cc1 | 21 | 14 | 0.96 | 4 | -10 | 0 | -23 | -1 | -5
Cc1ccccc1CNc1ccc(C(CC(N)=O)NC(=O)c2ccccc2)cc1[N+](=O)[O-] (stereo not given) | -2 | 14 | 1 | -4 | 2 | -6 | 1 | -4 | -12
OC(CN1CCCCC1)CN1CCCCC1 | 3 | -2 | 0.99 | 1 | 0 | -1 | -20 | -2 | 0
Cc1ccc(S(=O)(=O)NC(=O)NC(C)(C)C)cc1 | -8 | 9 | 1 | -2 | 6 | -4 | 6 | -2 | -6
COc1ccc(/C=N/NC(=O)c2ccco2)cc1Cn1nc(C)cc1C | 13 | 1 | 1 | 0 | 31 | -1 | 18 | 0 | 0
Cc1cccc(C)c1NC(=O)CNC(=O)C(C)N1CCCCC1 (stereo not given) | 10 | 18 | 1 | -1 | 3 | -2 | 4 | 4 | -4
O=C(c1ccc(Cl)c(S(=O)(=O)N2CCCCC2)c1)N1CCCCCC1 | 4 | -23 | 0.96 | 4 | 29 | -2 | 19 | -2 | -6
CC(C)C(OC(=O)c1cccs1)C(=O)NCc1ccccc1 (stereo not given) | 31 | 12 | 1.1 | -10 | 0 | 0 | -9 | 4 | 5
COc1ccc(S(=O)(=O)N(C)c2ccc(C(=O)NCc3ccccn3)cc2)cc1OC | 11 | 25 | 1.1 | -5 | -10 | 6 | 12 | 2 | -3
CC(C)(C)NC(=O)CN(C(=O)CCC(=O)Nc1nccs1)c1ccc2c(c1)OCCO2 | 2 | -2 | 0.95 | 5 | -6 | 6 | 14 | -1 | 0
COC(=O)c1cc(CSc2nnc(-c3ccccc3)c(-c3ccccc3)n2)oc1C | 13 | 10 | 0.94 | 6 | 30 | 0 | 11 | -4 | -1
Cc1ccc(C2C(C#N)=C(N)OC3=C2C(=O)CCC3)s1 (stereo not given) | -1 | -16 | 0.92 | 8 | 10 | -1 | 8 | 1 | -5
COc1ccc(OC)c(N/C(=N/c2nc(C)cc(C)n2)NC(C)=O)c1 | 19 | -10 | 1.1 | -6 | -15 | -1 | 5 | -2 | -4
NS(=O)(=O)c1ccc(CCNC(=O)COC(=O)/C=C/c2ccc(Cl)cc2)cc1 | 8 | -11 | 1.1 | -6 | -19 | -2 | -15 | -2 | -8
Clc1cccc(CSc2nnc([C@@H]3CCCN3)o2)c1 | 4 | -6 | 0.92 | 8 | 6 | -3 | 4 | -1 | -6
COc1ccc(/C=N/N2CCOCC2)cc1OCc1ccccc1 | 4 | -12 | 1.1 | -9 | 10 | 0 | -5 | 1 | 1

Part of the list above, set out differently:
Every second line gives: NLRP3 yeast inh, hIAP block, mIAP activ, mIAP block, tim10-1 inh, APOBEC3A inh, TIM10 inh, beta cell repl, A3G deaminase
- COC(=O)C[C@H](NC(=O)Cn1cnc2c(SC)nc(N)nc21)C(=O)OC
→ -8, -30, 1, 0, -11, -5, -1, -2, -10
- COc1ccc(CNC(=O)c2ccccc2SC)cc1
→ 21, 14, 0.96, 4, -10, 0, -23, -1, -5
- Cc1ccccc1CNc1ccc(C(CC(N)=O)NC(=O)c2ccccc2)cc1[N+](=O)[O-] (stereo not given)
→ -2, 14, 1, -4, 2, -6, 1, -4, -12

Remaining list, next part
SMILES | NLRP3 yeast inh | hIAP block | mIAP activ | mIAP block | tim10-1 inh | APOBEC3A inh | TIM10 inh | beta cell repl | A3G deaminase
O=C(c1ccc(CNS(=O)(=O)c2cccc(Cl)c2)cc1)N1CCCCC1 | 9 | -23 | 1.1 | -8 | 25 | -6 | 5 | 2 | -9
CCOC(=O)N1CCC(N2Cc3cccc(C(=O)Nc4ccc(OCC)cc4)c3C2=O)CC1 | 24 | -7 | 0.91 | 9 | 32 | -4 | 16 | -2 | -8
C/C(=N/NC(=O)c1ccncc1)c1ccc2c(c1)OCO2 | 0 | -6 | 1 | -2 | 2 | 3 | -3 | -2 | 0
Cc1c(Cl)cccc1NC(=O)CN1CCC(C(O)(c2ccccc2)c2ccccc2)CC1 | 23 | 2 | 0.97 | 3 | 21 | 1 | 36 | -6 | -8

An unsorted share of the library. About 4.6% of those tested had a hit in this group.
